Bioassay records as filed in PubChem BioAssay.
Mito fusion act – blocks mitochondrial division or promotes mitochondrial fusion; actives 0.23% (n = 320,000); S. cerevisiae fusion-defective mutant growth rescue, CellTiterGlo 48 h; Potency, µM (top dose mostly 46.1 µM), for inactives: at the highest dose growth rescue (activation), usual class: activators; AID 485298;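 further: potency means the concentration at half of the fitted maximal effect; % of control where 0% means no effect; nearly all actives have a fitted effect of over 45% in size; temperature-sensitive fusion mutants such as fzo1-1 at 37 °C on non-fermentable ethanol glycerol medium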
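Temperature-sensitive fusion-defective S. cerevisiae (e.g. fzo1-1, mgm1-5) were grown with compound in YPEG medium (3% ethanol, 3% glycerol) for 48 hours at 37C. Growth rescue was measured as viability by CellTiterGlo luminescence after 10 minutes at ambient.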
ELG1 DNA repair – inhibitors of ELG1-dependent DNA repair in HEK293T cells; AID 504467; actives 2.3% (n = 330,000); Potency, µM (top dose mostly 46.1 µM), for inactives: top-dose activity change, negative = inhibition, usual class: inhibitors; HEK293T ELG1-luciferase reporter, luminescence, 16 h; DNA damage induced by 5-fluorouridine; further: potency means the concentration at half of the fitted maximal effect; on the % scale 0 is the no-effect control and ±100 the full control effect; nearly all actives have a fitted effect of over 55% in size
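Quantitative HTS, concentration-response format. 2,000 cells/well co-treated with 5-fluorouridine and compound, 16 hr in 5% CO2 at 37 °C; ONE-Glo luminescence read after 30 min.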
TCR act – T cell receptor activation. primary human leukocytes, anti-CD3, IL-2 HTRF, 48 h. Potency, µM (doses to about 9.22 µM), for inactives: top-dose activation of IL-2 secretion, most hits filed as activators. 330,000 tested, under 10 active. AID 504894; further: % of control where 0% means no effect
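Human primary leukocytes + a-CD3 beads + cpd, 48 hr; IL-2 in supernatant by HTRF (ex 320nm / em 665nm). No co-stimulatory signal supplied.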
USP2a inh – USP2a (human) protease inhibition; Potency, µM (top dose mostly 38.3 µM), inactives show top-dose activity change, negative = inhibition, hits mostly inhibitors; USP2 core, Ub-CHOP2 coupled fluorogenic reporter, 485/531; O75604; actives 0.01% (n = 330,000);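 further: potency means the concentration at half of the fitted maximal effect; plate controls were DMSO wells for no effect and full inhibition by NEM control for full effect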
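USP2 core (10nM final) preincubated 30min RT with compound in 20mM Tris-HCl pH 8.0, 2mM CaCl2, 2mM beta-mercaptoethanol, 0.05% CHAPS; 25nM Ub-CHOP2 plus 25nM reporter substrate added, fluorescence (Ex485/Em531) read after 60min.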
Tb PFK block – blocks T. brucei phosphofructokinase; O15648; T. brucei PFK, ADP-Glo luminescence; Potency, µM (series often up to 57.5 µM), for inactives: at the top dose activity, negative = inhibition, most hits filed as inhibitors; actives 0.17% (n = 330,000);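 further: potency means the concentration at half of the fitted maximal effect; 0% = uninhibited 1x PFK enzyme wells and -100% = no-enzyme wells; nearly all actives have a fitted effect of over 60% in size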
Target sequence (O15648 whole entry, looked up): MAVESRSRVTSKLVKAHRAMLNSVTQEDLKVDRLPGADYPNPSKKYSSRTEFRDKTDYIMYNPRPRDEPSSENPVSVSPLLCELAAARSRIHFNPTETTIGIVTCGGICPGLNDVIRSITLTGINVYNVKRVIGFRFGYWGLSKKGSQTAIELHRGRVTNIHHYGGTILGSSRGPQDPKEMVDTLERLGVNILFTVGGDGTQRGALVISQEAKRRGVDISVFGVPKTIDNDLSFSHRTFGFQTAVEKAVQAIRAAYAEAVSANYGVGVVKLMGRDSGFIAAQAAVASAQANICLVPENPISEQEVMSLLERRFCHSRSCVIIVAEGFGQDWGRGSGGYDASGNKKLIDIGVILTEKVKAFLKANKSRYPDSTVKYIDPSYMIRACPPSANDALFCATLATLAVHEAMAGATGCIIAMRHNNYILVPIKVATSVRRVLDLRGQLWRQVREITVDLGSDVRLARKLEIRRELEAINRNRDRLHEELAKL
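Compounds were pin-transferred as a titration series up to 57 uM into substrate buffer (0.5 mM F6P, 0.1 mM ATP, pH 8.0), then 1.25 nM PFK was added and reactions ran 45 min before ADP-Glo detection.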
TSHR antagonist – antagonists of human thyroid stimulating hormone receptor | TSHR-expressing cells, TSH-stimulated cAMP HTRF, 2 h; stronger effect = lower value | activity change, negative = inhibition, % at 11.5 µM | actives 0.2% (n = 330,000);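 active means activity change below a set negative limit, meaning inhibition stronger than a set level, cut at about -70% in these data; inconclusive means activity change between two set negative limits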; further: on the % scale 0 is the no-effect control and ±100 the full control effect
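Read-out is FRET at 665 nm (cryptate excitation 337 nm) from a cryptate-tagged anti-cAMP antibody, competed by cell cAMP against cAMP-d2. Compounds are tested on freshly harvested TSHR cells challenged with 4nM TSH (EC80) for 2 hours at 37 deg C.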
uPA surface inh – inhibitors of cell surface uPA generation | cell surface uPA generation assay, qHTS | Potency, µM (highest dose often 38.3 µM), inactives show at the highest dose activity change, negative = inhibition, most hits filed as inhibitors | actives 0.31% (n = 330,000) | AID 540303; active means well fitted inhibition curve with a large enough effect; inconclusive means small, poorly fitted or top-dose-only effect; inactive means no such curve, though single readings can be large or run the other way; tested in mouse RAW 264.7 cells; further: potency means the concentration at half of the fitted maximal effect; on the % scale 0 is the no-effect control and ±100 the full control effect; nearly all actives have a fitted effect of over 55% in size
Chronic BCR inh – chronic active BCR signaling inhibition. Potency, µM (highest dose often 46.1 µM), inactives show at the highest dose ratio change, negative = lower green/red ratio, most hits filed as inhibitors. actives 0.05% (n = 340,000). ABC-DLBCL IkBa-CBG/CBR reporter, luminescence ratio, 4 h. AID 493014; active means well fitted inhibition curve with a large enough effect in the signal ratio, with a control signal flat, not every such curve was filed as active; inconclusive means small, poorly fitted or top-dose-only effect, or effect the other way, or a change in a side signal; the % refers to the signal ratio;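 further: potency means the concentration at half of the fitted maximal effect; plate controls were basal doxycycline-induced cells for no effect and cells given 10 µM MG132 for full effect; MG132 reads +100%, hits lower the ratio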
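TMD8 ABC-DLBCL cells carrying doxycycline-inducible green luciferase fused to IkappaBalpha plus unfused red luciferase were exposed to compounds (up to 46 uM) for 4 hrs at 37C. Activity came from the overlap-corrected green/red luminescence ratio.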
Eya2 phos inh – Eya2 (human) phosphatase inhibition; O00167; recombinant Eya2, OMFP fluorescence dephosphorylation (OMFP is methylfluorescein phosphate); Potency, µM (series often up to 76.9 µM), without a hit: at the top dose activity, negative = inhibition, actives largely listed as inhibitors; actives 0.006% (n = 330,000); further: potency means the concentration at half of the fitted maximal effect; on the % scale 0 is the no-effect control and ±100 the full control effect
Target sequence (O00167 whole entry, looked up): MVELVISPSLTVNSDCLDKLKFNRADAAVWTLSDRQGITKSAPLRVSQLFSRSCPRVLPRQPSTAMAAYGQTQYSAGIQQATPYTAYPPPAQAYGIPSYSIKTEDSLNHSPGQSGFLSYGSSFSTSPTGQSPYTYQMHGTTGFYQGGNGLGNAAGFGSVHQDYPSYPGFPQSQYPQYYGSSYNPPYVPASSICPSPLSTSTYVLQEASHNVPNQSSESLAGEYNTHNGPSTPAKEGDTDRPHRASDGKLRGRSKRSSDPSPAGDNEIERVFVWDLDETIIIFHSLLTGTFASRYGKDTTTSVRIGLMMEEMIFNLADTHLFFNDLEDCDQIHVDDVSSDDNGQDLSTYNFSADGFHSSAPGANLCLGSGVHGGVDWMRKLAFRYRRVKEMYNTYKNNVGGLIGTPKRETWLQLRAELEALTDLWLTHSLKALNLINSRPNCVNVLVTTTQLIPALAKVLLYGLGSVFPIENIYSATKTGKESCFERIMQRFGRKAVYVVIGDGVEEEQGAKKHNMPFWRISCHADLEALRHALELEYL
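Eya2 protein (added as 0.2 uM solution) was preincubated with compound for 10 min at ambient temperature in 50 mM HEPES pH 7.5, 50 mM NaCl, 5 uM MgCl2, 0.05% BSA, 1 mM DTT. OMFP (added at 50 uM) then reacted 10 min; fluorescence read at 485/525 nm.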
TSG101-PTAP inh – blocks PTAP/TSG101 interaction to inhibit HIV-1 budding. 340,000 tested, under 10 active. Fluorescence polarization, FITC-PTAP peptide / Tsg101 binding. Q99816. AID 493005. Potency, µM (doses to about 115 µM), for the others: at the highest dose activity change, negative = inhibition, usual class: inhibitors; active means well fitted inhibition curve with a large enough effect in the main read-out, with a control signal flat, not every such curve was filed as active; inconclusive means small, poorly fitted or top-dose-only effect, or effect the other way, or a change in a side signal; inactive means no such curve, though single readings can be large or run the other way; further: potency means the concentration at half of the fitted maximal effect; % of control where 0% means no effect
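Fluorescence anisotropy tracks displacement of a FITC-tagged PTAP peptide (50 nM) from the Tsg101 binding domain (10 uM), following a 20 min room-temperature incubation at pH 7.5.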
B2AR arrestin – agonists driving beta-arrestin recruitment to human beta2-adrenergic receptor. P07550. Potency, µM (titrated, usually from 46.1 µM), for the others: at the highest dose activation, most hits filed as activators. beta-arrestin recruitment to beta2AR, cell-based reporter. actives 0.02% (n = 330,000);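 further: potency means the concentration at half of the fitted maximal effect; 0% = DMSO controls and full agonism = EC100 isoproterenol or metaproterenol; nearly all actives have a fitted effect of over 65% in size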
* hit, by the source's call; ? = inconclusive; nt = not tested or not shown; [ ] = another dose, or the depositor's remark. Unless noted, the call rests on the fitted dose curve; in most records, active means well fitted curve in the direction sought with a large enough effect; inconclusive means small, poorly fitted or top-dose-only effect, or another doubt; inactive means no such curve, though single readings can be large; an effect the other way counts as inactive or inconclusive.

Values run as follows: Mito fusion act	ELG1 DNA repair	TCR act	USP2a inh	Tb PFK block	TSHR antagonist	uPA surface inh	Chronic BCR inh	Eya2 phos inh	TSG101-PTAP inh	B2AR arrestin
> Cn1c(SCC(=O)OCC(=O)c2ccccc2)nnc1-c1cccs1
    4%	0%	-10%	1%	5%	-4	0%	7%	-21%	-2%	0.5%
> C=C(Br)Cn1c(CCC)nc2ccccc21
    -2%	6%	-4%	-3%	1%	2	-3%	9%	-2%	-1%	0.2%
> O=C(CSc1nc2ccccc2[nH]1)NC(=O)NCc1ccco1
    -1%	-1%	-1%	-6%	-6%	-1	-7%	-12%	-8%	1%	-0.1%
> COC(=O)c1ccc(Cn2cc([N+](=O)[O-])cn2)cc1
    -5%	23%	7%	0%	-14%	-2	4%	-2%	?	-8%	0.2%
> C=CCOC(=O)C1=C(C)N=C2SCCC(=O)N2C1c1ccc(OC(=O)c2ccco2)cc1 (configuration not stated)
    -3%	-6%	-5%	-5%	-1%	-26	0%	-4%	5%	-13%	-0.7%
> O=C(O)COc1ccc(C(=O)Cc2ccc3c(c2)OCCCO3)c(O)c1
    0%	5%	-224%	2%	0%	11	0%	-1%	-7%	-12%	-0.1%
> CCCC(=O)NCn1nnc(-c2ccc(Cl)cc2)n1
    6%	7%	nt	1%	1%	-3	2%	2%	-9%	-1%	-0.9%
> Cc1cc(C)c(C#N)c(Sc2ccccc2N)n1
    -5%	?	8%	0%	-18%	-2	3%	?	-9%	1%	-0.1%
> O=C1CCSc2cccc3cccc(c23)N1
    -3%	-1%	12%	-2%	-2%	18	0%	-1%	-7%	-8%	0.3%
> Cn1nnnc1SCc1ccc(C(=O)Nc2ccccc2F)cc1
    2%	?	-4%	-4%	-5%	8	-3%	?	-9%	1%	-0.9%
> OCC[C@H]1C[C@@H](O)[C@H](O)[C@@]2(CCc3ccccc3O2)O1
    -10%	2%	7%	2%	-1%	0	14%	0%	-25%	nt	-2.9%
> CCOC(=O)N1CCN(Cc2nnc(-c3cccc(Br)c3)o2)CC1
    5%	?	-3%	2%	-4%	3	-8%	?	-3%	0%	-0.2%
> O=C(Cc1cc(=O)oc2cc(O)ccc12)NC(Cc1ccc(Cl)cc1)C(=O)O (configuration not stated)
    -9%	1%	-12%	-1%	0%	3	1%	2%	5%	-5%	-0.3%
> COc1cc(/C=C(\NC(C)=O)C(=O)O)cc(OC)c1OC
    -1%	-6%	-1%	-1%	0%	-2	-11%	?	6%	1%	0.8%
> O=C(O)CSCC(=O)N1CCN(c2ccnc3cc(Cl)ccc23)CC1
    -5%	12%	-3%	2%	-1%	0	-1%	1%	-8%	-1%	0.0%
> CCN(CC)S(=O)(=O)c1ccc(N2CCOCC2)c(NC(=O)C(C)(C)C)c1
    3%	4%	3%	9%	2%	0	-2%	1%	-9%	-5%	-0.5%
> C=CCNC(N)=S
    -1%	9%	-4%	1%	-9%	7	1%	1%	2%	0%	-0.7%
> COc1ccc(/C=C/C(=O)Nc2ccccc2C(F)(F)F)cc1OC
    -1%	12%	5%	-1%	-5%	9	-9%	?	1%	0%	0.5%
> Cc1ccc(S(=O)(=O)/C(C#N)=C/c2c(N3CCOCC3)nc3c(C)cccn3c2=O)cc1
    -2%	0%	1%	3%	0%	-8	-7%	?	2%	4%	-0.5%
> CCCCCCn1nc(C(=O)OCC(=O)NC2CCS(=O)(=O)C2)c2ccccc2c1=O (configuration not stated)
    8%	0%	-4%	-2%	2%	11	-4%	-6%	5%	-1%	-0.3%
> O=C(c1cccnc1)N1CCN(C(=O)c2ccccc2F)CC1
    -3%	1%	4%	2%	2%	5	-2%	-3%	8%	-1%	1.1%
> O=C(CSc1nc2[nH]ncc2c(=O)[nH]1)Nc1cccc(Cl)c1
    -1%	25%	0%	0%	-1%	26	3%	?	-8%	0%	-1.8%
> COC(=O)c1cccc(NC(=O)c2ccccc2)c1
    1%	?	-3%	6%	0%	-4	-13%	?	5%	-2%	-0.1%
> Nc1nc(SCC(=O)Nc2c(Br)cc([N+](=O)[O-])cc2Br)n[nH]1
    1%	10%	3%[46.1 µM]	5%	-6%	0	6%	?	8%	-4%	-0.1%
> Nc1ccc(C(=O)N2N=C(c3ccccc3)CC2(O)C(F)(F)F)cc1 (configuration not stated)
    15%	-1%	5%	1%	-11%	2	-25%	?	-1%	-3%	0.1%
> Cc1ccc(C(=O)N(CN2CCCC2=O)c2ccc(F)cc2)cc1
    -2%	?	-3%	-6%	0%	15	nt	-1%	-5%	-2%	0.2%
> O=C1CN(C(=O)c2cc([N+](=O)[O-])ccc2Cl)C(c2ccccc2)c2cc(F)ccc2N1 (configuration not stated)
    0%	-10%	-36%[inhibitor][46.1 µM]	5%	4%	-17	-3%	-6%	-12%	-3%	-0.1%
> CCc1ccc2[nH]c(=O)c(CN(CCCO)C(=O)NCc3ccccc3)cc2c1
    -1%	-22%	0%	-1%	2%	-7	0%	-40%	-24%	1%	0.0%
> O=C(CSc1nnc(-c2ccccc2)o1)OCc1ccccc1
    0%	3%	1%	1%	-3%	-25	-5%	?	4%	-1%	0.2%
> CC(O)[C@H](NC(=O)C1CCN(C(=O)[C@H](Cc2ccccc2)NC(=O)OC(C)(C)C)CC1)C(=O)O (some centres not stated)
    -3%	0%	2%	-1%	0%	-9	-15%	0%	11%	0%	-0.1%
> Cc1cccc(-n2cc(CN3CCN(C(=O)c4ncn[nH]4)CC3)c(-c3cccc(F)c3)n2)c1
    17%	-26%	nt	0%	4%	6	0%	7%	-3%	-1%	0.2%
> CCCOc1ccc(-c2nnn(CC(=O)c3c[nH]c4ccccc34)n2)cc1
    -1%	-7%	nt	3%	0%	-2	10%	13%	-2%	-1%	3.2%
> O=C(CCS(=O)(=O)c1cccc2nsnc12)NC1CCCCCC1
    0%	13%	nt	0%	-4%	-1	0%	?	-10%	-2%	0.0%
> Cc1c(N2C(=O)c3ccccc3C2(O)c2ccccc2)c(=O)n(-c2ccccc2)n1C (configuration not stated)
    1%	13%	-1%	0%	-1%	7	13%	-4%	7%	-2%	-0.4%
> Cc1ccc(-c2nnn(CC(=O)N3CCN(c4nc5ccccc5s4)CC3)n2)cc1
    1%	-6%	3%	1%	-3%	-6	1%	0%	6%	0%	0.4%

Rewritten with tabs: 3 of the compounds above
molecule	Mito fusion act	ELG1 DNA repair	TCR act	USP2a inh	Tb PFK block	TSHR antagonist	uPA surface inh	Chronic BCR inh	Eya2 phos inh	TSG101-PTAP inh	B2AR arrestin
CCc1ccc2[nH]c(=O)c(CN(CCCO)C(=O)NCc3ccccc3)cc2c1	-1%	-22%	0%	-1%	2%	-7	0%	-40%	-24%	1%	0.0%
O=C(CSc1nnc(-c2ccccc2)o1)OCc1ccccc1	0%	3%	1%	1%	-3%	-25	-5%	?	4%	-1%	0.2%
CC(O)[C@H](NC(=O)C1CCN(C(=O)[C@H](Cc2ccccc2)NC(=O)OC(C)(C)C)CC1)C(=O)O (some centres not stated)	-3%	0%	2%	-1%	0%	-9	-15%	0%	11%	0%	-0.1%

Compounds were not picked by outcome; any-hit rate near 3%.
